Screens (PubChem BioAssay)
West Nile virus CPE = West Nile virus antiviral activity, cell-based, CPE readout (AID 1621); West Nile virus-infected cells, CPE inhibition; higher % means a stronger effect; one-dose CPE inhibition, % at 10 µM; IC50 in µM for titrated hits; actives 0.02% (n = 290,000); in the data active = a potency from the dose series; also: strong numbers were not always called active
Autophagy HCS = alters autophagy in cells. calls only at 10 µM (by protocol). AID 463193. actives 0.98% (n = 190,000). MEF GFP-LC3 puncta imaging; test concentration mostly 10 µM;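 active = percentage of spot-positive cells more than 3 SD above its plate mean, without a fluorescence outlier flag or 80% toxicity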;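 also: spot-positive cell cutoff set from DMSO-treated cells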
Hep lipid drop = hepatic lipid droplet formation modulation; actives 0.4% (n = 240,000); inhibition, % at 6.5 µM; AML12 mouse hepatocytes, oleate lipid droplets, BODIPY imaging;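 active = lipid droplet intensity inhibited by at least 50%, with more than 500 cells counted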
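Test system: AML12 hepatocytes (mouse); reagent: oleate loading, 100 µM; dosing: one dose, 6.5 µM compound; incubation: overnight exposure; signal: fluorescence imaging, 20x objective, two fields per well; read-out basis: % inhibition of corrected integrated BODIPY droplet signal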
b-catenin transl = modulators of beta-catenin nuclear translocation; AID 1665; HeLa beta-catenin nuclear translocation, immunofluorescence imaging; nuclear translocation activity, % at 5 µM; actives 0.3% (n = 190,000);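 active = nuclear translocation activity above 50% at 5 µM, with a well cell count of 50 or more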;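 also: per-cell ratio of nuclear to cytoplasmic median beta-catenin stain intensity; plate controls were DMSO negative control for no effect and GSK-3 inhibitor IX positive control for full effect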
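System: Human HeLa cells, endogenous beta-catenin | Compound dosing: 5 µM primary, 0.02–20 µM confirmation | Timing: 24 h compound exposure at 37°C, 5% CO2 | Measured by: Fluorescence imaging of beta-catenin antibody stain plus DAPI | Read-out basis: % activation of per-cell nuclear versus cytoplasmic median beta-catenin signal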
WT yeast gro inh = growth inhibition of WT yeast, mitochondrial fusion screen | mitochondrial fusion phenotypic screen, WT strain | inhibition, % at 10 µM | actives 2.1% (n = 190,000) | AID 1362; in the data active = inhibition above about 58%; tested in S. cerevisiae
MT stabilizer = microtubule stabilizers in HeLa cells | HeLa tubulin immunostaining HCS, 24 h; share of cells brighter than vehicle mean+2SD | % tubulin-high responders, % at 10 µM | actives 0.83% (n = 200,000) | AID 2205;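 active = plate Z-score above 3 for both tubulin-high and condensed-nucleus cell shares, with cell loss under 80%, at 10 µM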;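 also: anti alpha tubulin signal scored within the nucleus-defined area of each cell; some results filed as inactive read as strong as hits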
Ins promoter up = MIN6 insulin promoter up-regulation | MIN6 insulin promoter-GFP reporter, high-content imaging; stronger effect = higher value | z-score at 5 µM | actives 0.3% (n = 190,000) | AID 1625;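 active = z-score above 3 at 5 µM with at least 500 cells counted in the well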
Myeloid diff MLP = promotes myeloid progenitor differentiation | calls only at 10 µM | ER-HoxA9 myeloid progenitors, lysozyme-GFP differentiation, flow cytometry | actives 1% (n = 360,000);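 active = normalized GFP-positive differentiation at or above the plate's own cutoff, the solvent-only control mean plus 3 SD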;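 also: cells exposed to compound for four days before flow analysis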
T cell HTS = modulates CD8 T cell binding to vesicles | 2C CD8+ T cell-vesicle binding, flow cytometry; stronger effect = lower value | calls only at 7 µM | actives 0.068% (n = 330,000);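 active = response, share of CD8 T cells binding vesicles, and their 90th percentile fluorescence all below set limits, cut at about 80% in these data, passing the limit was not always enough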
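Read-out – percent CD8+ FL2 mean versus row control · System – murine 2C transgenic CD8+ T lymphocytes · Times – 1.5 h cell–vesicle binding at 37 °C, then 20 min icy labelling · Control set – naked vesicles low, QL9 vesicles with vehicle high · Detection – cytometric PE anti-B7-1 and Alexa647 anti-CD8 signals after 1% paraformaldehyde fixation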
WT yeast gro inh mutant strain = second read-out of WT yeast gro inh, no call of its own (marks repeat the call); inhibition, %; mitochondrial fusion phenotypic screen, mutant strain inhibition
Ins promoter up cell count = further read-out of Ins promoter up, marked with its call; cell count; measured here: cytotoxicity, nuclei count;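 total cells summed across four imaged fields per well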
Hep lipid drop cells 6.5 µM = also measured in Hep lipid drop; calls as there; cell count; measured here: cell count, cytotoxicity flag;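 cells counted across two imaged fields per well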
b-catenin transl cell count 5 µM = also measured in b-catenin transl; calls as there; cell count; measured here: cell count, cytotoxicity flag
T cell HTS vesicle-bound % = also measured in T cell HTS; calls as there; double positive events, %; measured here: CD8+ vesicle-bound cell fraction;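 binding gate set so that unloaded-vesicle control wells show 10% double positive cells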
MT stabilizer Hoechst-high % = second read-out of MT stabilizer, no call of its own (marks repeat the call); % Hoechst-high responders; measured here: nuclear condensation Hoechst responders;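 share of cells brighter than vehicle mean plus two SD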
MT stabilizer cytotoxicity % = second read-out of MT stabilizer, no call of its own (marks repeat the call); toxicity, %; measured here: cytotoxicity by cell density;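 0% = mean cell density of plate MIN control wells and 100% = no cells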
Autophagy HCS cell loss 18 h = second read-out of Autophagy HCS, no call of its own (marks repeat the call); toxicity, %; measured here: cell loss, nuclei count;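 cell loss after 18 h compound exposure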
Myeloid diff MLP GFP+ MAC1+ % = further read-out of Myeloid diff MLP, marked with its call; GFP+ MAC1+ double positive, %; measured here: differentiation confirmed by MAC1 staining
Starred values were filed as active, the others as inactive; i = inactive; . = no result given.

SMILES | West Nile virus CPE | Autophagy HCS | Autophagy HCS cell loss 18 h | Hep lipid drop | Hep lipid drop cells 6.5 µM | b-catenin transl | b-catenin transl cell count 5 µM | WT yeast gro inh | WT yeast gro inh mutant strain | MT stabilizer | MT stabilizer Hoechst-high % | MT stabilizer cytotoxicity % | Ins promoter up | Ins promoter up cell count | Myeloid diff MLP | Myeloid diff MLP GFP+ MAC1+ % | T cell HTS | T cell HTS vesicle-bound %
CCOc1ccc2[nH]c3c(NCC(C)C)ncnc3c2c1 | -0.7% | . | . | 10 | 799 | . | . | . | . | . | . | . | . | . | i | 0.0 | i | 25
CCC(C)Nc1nc(SC(C(C)=O)C(C)=O)nc(N(C)C)n1 (stereo unspecified) | -0.1% | i | 1 | -4 | 760 | -2.8 | 1180 | -2 | -5 | 2.5 | 1.4 | 28 | 0.79 | 1317 | i | 0.9 | i | 32
O=C(COC(=O)c1ccc(F)c(S(=O)(=O)N2CCCCC2)c1)NCc1ccc(F)cc1 | -0.5% | i | 3 | 5 | 602 | -2.2 | 1125 | 10 | 0 | 1.9 | 1.8 | 9.5 | -0.01 | 1323 | i | 0.3 | i | 48
CC(=O)c1cccc(N=C2NC(=O)CS2)c1 | 0.7% | i | 2 | 1 | 802 | . | . | -1 | 10 | 3.8 | 3.0 | 12 | . | . | i | 0.9 | i | 1
Cc1ccc(CNC(=O)c2cn(C3CCCC3)c(=O)c3c2c2ccccc2n3C)o1 | . | i | -1 | -8 | 760 | 0.9 | 1149 | 12 | 5 | 1.5 | 1.2 | 6.5 | 0.9 | 988 | . | . | i | 32
O=C(CSc1nc2ccccc2[nH]1)Nc1cccc(S(=O)(=O)N2CCOCC2)c1 | -0.9% | i | -35 | -28 | 714 | -1.0 | 1127 | 4 | 16 | 1.9 | 1.6 | 4.5 | . | . | i | 1.0 | i | 39
Cc1cccc(NC(=O)CCN2C(=O)C3C4C=CC(C4)C3C2=O)n1 (stereo unspecified) | -0.1% | i | -1 | 10 | 671 | -1.0 | 1066 | 18 | 24 | 3.2 | 2.3 | 7.6 | 0.55 | 2082 | i | 1.5 | i | 32
O=C(CSc1nnc(CNC(=O)c2ccccc2)o1)NCc1ccccc1 | -0.3% | . | . | -8 | 791 | . | . | . | . | . | . | . | . | . | i | 5.2 | i | 42
CN1C(=O)/C(=C\c2ccccc2OCc2ccccc2)SC1=S | -0.4% | . | . | 5 | 834 | . | . | . | . | . | . | . | . | . | i | 0.2 | i | 51
O=C(NCC1CCCO1)c1ccc(COCC(F)(F)C(F)F)cc1 (stereo unspecified) | 0.2% | i | -2 | -6 | 698 | 0.6 | 983 | -4 | -2 | 4.2 | 3.1 | 2.1 | 0.81 | 1964 | i | 12 | i | 5
COc1cc(C(C)=O)ccc1Oc1ncnc2c1cnn2-c1ccccc1 | 0.1% | i | -12 | 7 | 635 | 0.0 | 1006 | -18 | -26 | 3.4 | 2.4 | 6.6 | -0.17 | 1470 | i | 0.2 | i | 53
Cc1cccc(-n2ncc3c(NCCCO)ncnc32)c1 | 0.2% | i | 9 | . | . | -6.5 | 1145 | 12 | -6 | 6.8 | 3.3 | 5.6 | -0.31 | 1039 | i | 2.3 | i | 36
O=C(N/N=C\c1ccc([N+](=O)[O-])s1)C1COc2ccccc2O1 (stereo unspecified) | -0.9% | . | . | -19 | 817 | . | . | . | . | . | . | . | . | . | i | 0.8 | i | 65
O=C(CCN1CCCCC1)Nc1ccc(Br)cc1 | -0.8% | i | -4 | -7 | 688 | 1.3 | 930 | -34 | 10 | 3.4 | 2.0 | 2.2 | -1 | 1086 | i | 0.5 | i | 16
c1ccc(-c2nnc(SCC3CCCO3)nc2-c2ccccc2)cc1 (stereo unspecified) | -0.9% | . | . | -19 | 693 | -0.6 | 1268 | . | . | . | . | . | -0.62 | 1368 | i | 0.5 | i | 16
Cc1cc(C)n(-c2ccc(C(=O)NCc3cccs3)cc2)n1 | 0.3% | i | 8 | . | . | -1.7 | 958 | 3 | -1 | 1.3 | 1.5 | 6.9 | -0.28 | 1168 | i | 0.4 | i | 16
Cc1c(Br)c(C(=O)N2CCc3ccccc32)nn1C | -0.6% | i | 1 | 1 | 698 | -1.0 | 887 | -4 | 11 | 1.6 | 1.7 | 7.9 | 0.39 | 1105 | i | 0.4 | i | 40
O=C(c1cc2cc(Br)ccc2oc1=O)N1CCCC1 | 0.0% | i | 4 | 14 | 846 | -15 | 1236 | -8 | -5 | 1.8 | 1.4 | 4.8 | . | . | i | 9.6 | i | 33
O=C(Nc1ccc(-n2cnnn2)cc1)C1CCCN1C(=O)NC1CCCCC1 (stereo unspecified) | 0.2% | i | -5 | . | . | -7.3 | 919 | 8 | -1 | 3.4 | 1.5 | 6.5 | 0.38 | 1121 | i | 0.8 | i | 33
Cc1ccc(Cl)cc1N1CCN(C(=O)CSc2nnc3n2C(C)(C)Cc2ccccc2-3)CC1 | -0.5% | i | 14 | -53 | 670 | -1.9 | 512 | 51 | -4 | 2.9 | 2.3 | 0.2 | . | . | i | 0.2 | i | 26
O=C(NCN1CCN(c2ccccc2)CC1)c1cnccn1 | -0.6% | . | . | -1 | 812 | . | . | . | . | . | . | . | . | . | i | 0.8 | i | 39
CCOc1ccc(N2CC(C(=O)NCc3ccc(F)cc3)CC2=O)cc1 (stereo unspecified) | -0.7% | i | -8 | 18 | 669 | -3.3 | 1119 | 1 | 7 | 4.7 | 3.3 | 10 | -5.4 | 608 | i | 5.4 | i | 34
CCOC(=O)c1cnc(SC)nc1Sc1ccc(Cl)cc1Cl | 0.3% | i | -5 | -12 | 719 | . | . | -6 | -7 | 0.8 | 1.8 | 24 | -0.66 | 984 | i | 0.9 | i | 30
CC(C)n1cc(C(=O)c2ccccc2O)cc(C#N)c1=O | -0.3% | i | 4 | -16 | 716 | -1.7 | 1141 | -14 | 12 | 1.4 | 2.2 | 5.9 | 0.69 | 1321 | i | 0.6 | i | 39
Cc1cc(=O)[nH]c(N/N=C/c2ccc([N+](=O)[O-])cc2)n1 | 1.6% | i | -9 | 3 | 714 | 0.0 | 1075 | -3 | 0 | 2.7 | 2.8 | 6.1 | 0.04 | 1206 | . | . | i | 58
COc1cccc2cc(C(=O)N3CCCCCCC3)c(=O)oc12 | -0.4% | . | . | -1 | 871 | . | . | . | . | . | . | . | . | . | i | 0.5 | i | 42
O=c1ccn(Cc2ccc(F)cc2)c2ccnc(C(F)(F)F)c12 | -1.9% | i | 2 | 2 | 650 | 2.1 | 434 | 7 | 2 | 2.0 | 2.6 | 0.2 | 0.05 | 1200 | i | 0.7 | i | 36
COc1ccccc1OCCC(=O)O | -0.5% | i | 0 | 4 | 665 | -1.5 | 1058 | -12 | 14 | 8.2 | 2.1 | 9.0 | 0.36 | 1226 | i | 0.1 | i | 37
CCn1c(SCc2nc3ccccc3[nH]2)nnc1-c1cccnc1 | 0.2% | i | 6 | 18 | 767 | . | . | -18 | -44 | 2.9 | 2.5 | 4.9 | . | . | i | 1.1 | i | 36
CCNC(=S)Nc1sc2c(c1C#N)CCC(C)C2 (stereo unspecified) | 1.7% | . | . | 5 | 655 | 0.0 | 1306 | . | . | . | . | . | -0.22 | 980 | i | 0.3 | i | 27
CN(C)CCCN(C(=O)c1ccc2ccccc2c1)c1nc2cc3c(cc2s1)OCO3 | 1.4% | . | . | 55* | 837* | . | . | . | . | . | . | . | . | . | i | 2.6 | i | 63
CCN(CC)c1ccc(NC(=O)CSc2nnc(N)s2)cc1C | -0.5% | i | 9 | . | . | . | . | -7 | 2 | 7.7 | 3.6 | 6.8 | 0.85 | 946 | i | 2.0 | i | 36
Cc1ccc(C(=O)NC(=S)Nc2ccc(S(=O)(=O)N(C)c3ccccc3)cc2)cc1 | 0.0% | i | 36 | -9 | 684 | -4.1 | 1221 | 13 | 21 | 2.5 | 2.7 | 4.3 | -0.74 | 955 | i | 1.6 | i | 40
O=c1oc2ccccc2c(NCc2ccc(Cl)cc2)c1[N+](=O)[O-] | -0.2% | . | . | 5 | 710 | -1.1 | 1315 | . | . | . | . | . | . | . | i | 0.7 | i | 39
COc1cccc(/C=N/Nc2nnc(C)n2N)c1OCc1ccccc1Cl | -0.3% | i | 11 | -9 | 634 | -3.2 | 1033 | -3 | -7 | 4.9 | 2.2 | 6.1 | 0.73 | 1388 | i | 0.2 | i | 47
CC(=O)N1N=C2c3ccccc3CCC2C1c1ccc(F)cc1 (stereo unspecified) | 0.0% | . | . | 2 | 663 | -1.2 | 1180 | . | . | . | . | . | 0.04 | 1356 | i | 0.5 | i | 17

Complete entries as entered above:
Profile of CCn1c(SCc2nc3ccccc3[nH]2)nnc1-c1cccnc1 = West Nile virus CPE = 0.2%; Autophagy HCS = i; Autophagy HCS cell loss 18 h = 6; Hep lipid drop = 18; Hep lipid drop cells 6.5 µM = 767; b-catenin transl = .; b-catenin transl cell count 5 µM = .; WT yeast gro inh = -18; WT yeast gro inh mutant strain = -44; MT stabilizer = 2.9; MT stabilizer Hoechst-high % = 2.5; MT stabilizer cytotoxicity % = 4.9; Ins promoter up = .; Ins promoter up cell count = .; Myeloid diff MLP = i; Myeloid diff MLP GFP+ MAC1+ % = 1.1; T cell HTS = i; T cell HTS vesicle-bound % = 36
Profile of CCNC(=S)Nc1sc2c(c1C#N)CCC(C)C2 (stereo unspecified) = West Nile virus CPE = 1.7%; Autophagy HCS = .; Autophagy HCS cell loss 18 h = .; Hep lipid drop = 5; Hep lipid drop cells 6.5 µM = 655; b-catenin transl = 0.0; b-catenin transl cell count 5 µM = 1306; WT yeast gro inh = .; WT yeast gro inh mutant strain = .; MT stabilizer = .; MT stabilizer Hoechst-high % = .; MT stabilizer cytotoxicity % = .; Ins promoter up = -0.22; Ins promoter up cell count = 980; Myeloid diff MLP = i; Myeloid diff MLP GFP+ MAC1+ % = 0.3; T cell HTS = i; T cell HTS vesicle-bound % = 27

Not a hit list; overall some 3.9% were active at least once.
